# All columns: NCI-60 one-dose screen, growth in % after 48 h at 10 µM unless noted; 100 = growth as untreated, 0 = no growth, -100 = all killed.
# HL-60(TB) – HL-60(TB) leukemia cells; hit rate 9% among 78,000; active = growth percent below 10
# Active calls of the source: *; & = joins results of further samples; [ ] = another dose, or the depositor's remark. Only part of the results is shown; rates above refer to the full screens.
SMILES,HL-60(TB)
C=C(C)C1CC[C@]2(C(=O)NCCCN3CCN(CCCN)CC3)CC[C@]3(C)C(=CC[C@@H]4[C@@]5(C)C[C@@H](CC#CC#CC[C@@H]6C[C@]7(C)[C@H]8CC=C9[C@H]%10C(C(=C)C)CC[C@]%10(C(=O)NCCCN%10CCN(CCCN)CC%10)CC[C@@]9(C)[C@]8(C)CC[C@H]7C(C)(C)[C@H]6OC(C)=O)[C@H](OC(C)=O)C(C)(C)[C@@H]5CC[C@]43C)[C@@H]12 (some centres not stated),105.7
CCOC(=O)c1sc2nc(-c3cccnc3)cc(-c3ccc(OC)c(OC)c3)c2c1N,95.4
C=CCNC(=S)/N=C\c1c(C)[nH]n(-c2ccccc2)c1=O,99.8
COc1cccc(CNC(C)(CO)CO)c1OC,99.3
N#Cc1c(-c2ccccc2)cc(-c2ccccc2)n(Cc2ccccc2)c1=O,114.3
c1ccc(-c2nnc(Nc3nnc(-c4ccccc4)s3)s2)cc1,102.7
Cc1nn(-c2ccccc2)c2nc3nc4c(c(N)c3c(-c3ccc(Cl)cc3)c12)CCCCC4,96.3
O=C(CCn1cnc2c(cc(-c3ccccc3)n2-c2ccncc2)c1=O)Nc1ccccc1,109.2
CCCCCCCCCCc1ccc(C(=O)N[C@@H](CO)C(=O)N[C@H](C(=O)N[C@@H](C)C(=O)N[C@H](C(N)=O)[C@@H](C)CC)[C@@H](C)OP(=O)(O)O)cc1,88.6[50 µM]
CC(C)c1ccc2occ(/C=C3\C(=O)N(c4c(Cl)cccc4Cl)c4ccccc43)c(=O)c2c1,77.7
CCn1cc(-c2[nH]c(=S)ncc2-c2ccc(Cl)cc2)c(-c2ccc(Br)cc2)n1,117.1
COc1cccc(NC(=O)Nc2ccc(Nc3ncnc4sc5c(c34)CCOC5)cc2)c1,88.6
[N-]=[N+]=NC(c1ccccc1)c1ccc(-c2ccccc2)cc1 (configuration not stated),103.7
O=C(c1ccccc1)c1ccc2nc(-c3cccc(Cl)c3)[nH]c2c1,97.6
CC(C)C1OCC(C)(C)CO1,100.9
CCOC(CCc1c(C)nc(NC(C)=O)[nH]c1=O)OCC,153.9
O=[N+]([O-])c1cccc2c1CCC2,103.4
COC(=O)/C=C(\C(=O)OC)C(C(=O)c1ccccc1)=P(c1ccccc1)(c1ccccc1)c1ccccc1,99.7&90.6
ClCCn1cnc2c(SCc3ccccc3Cl)ncnc21,8.4*
CN(Cc1ccccc1)c1nc(Cl)c(C2CC(c3ccc4c(c3)OCO4)=Cc3[nH][nH]c(=O)c32)s1 (configuration not stated),102.1
COc1cc([N+](=O)[O-])c(NC(C)=O)cc1Br,120.3
Cc1c(C(=O)NCCCc2ccccc2)sc2ncc(-c3ccc(Br)cc3)n12,90.1
Cc1ccc(NC(=O)c2ccc3c(c2)nc(-c2cc4ccccc4[nH]c2=O)n3-c2cc(C(C)(C)C)[nH]n2)cc1,89.2
C[C@]12CC[C@@H]3c4ccc(OC(=O)Cc5ccc(N(CCCl)CCCl)cc5)cc4CC[C@H]3[C@@H]1CC[C@@H]2OC(=O)Cc1ccc(N(CCCl)CCCl)cc1,107.8
O=C(CCCCCCN1CC(=O)N2[C@@H](c3ccc([N+](=O)[O-])cc3)c3[nH]c4ccccc4c3C[C@H]2C1=O)NO,125.7

# Overlap with the part before: 7 compounds; new compounds follow.
SMILES,HL-60(TB)
ClCCn1cnc2c(SCc3ccccc3Cl)ncnc21,8.4*
CN(Cc1ccccc1)c1nc(Cl)c(C2CC(c3ccc4c(c3)OCO4)=Cc3[nH][nH]c(=O)c32)s1 (configuration not stated),102.1
COc1cc([N+](=O)[O-])c(NC(C)=O)cc1Br,120.3
Cc1c(C(=O)NCCCc2ccccc2)sc2ncc(-c3ccc(Br)cc3)n12,90.1
Cc1ccc(NC(=O)c2ccc3c(c2)nc(-c2cc4ccccc4[nH]c2=O)n3-c2cc(C(C)(C)C)[nH]n2)cc1,89.2
C[C@]12CC[C@@H]3c4ccc(OC(=O)Cc5ccc(N(CCCl)CCCl)cc5)cc4CC[C@H]3[C@@H]1CC[C@@H]2OC(=O)Cc1ccc(N(CCCl)CCCl)cc1,107.8
O=C(CCCCCCN1CC(=O)N2[C@@H](c3ccc([N+](=O)[O-])cc3)c3[nH]c4ccccc4c3C[C@H]2C1=O)NO,125.7
NC(=S)c1ccccn1,104.5
COc1ccc(/C=C\C(=O)OCC2CCCCC2)cc1,90.9
COc1cc(C(=O)/C=C/c2c(-c3cccs3)nc3sccn23)cc(OC)c1OC,1.0*
NN1c2nc3c(cnn3-c3ccccc3)c(=O)n2NC1c1ccccc1O (configuration not stated),109.9
CCCOC(=O)CCCCCC1CCCCC1,103.9
Nc1nc(N)c(N=Nc2ccccc2)c(-c2ccccc2)n1,71.4
CSc1ncc(Br)c(SC)n1,100.3
COC(=O)/C=C1\Sc2nnc(CSC(SCc3nnc4n3NC(=O)/C(=C/C(=O)OC)S4)c3ccccc3)n2NC1=O (configuration not stated),91.7
CC[C@H](C)[C@H](NC(=O)[C@H]1CCCCN1C)C(=O)N(C)[C@H](CC(=O)c1nc(C(=O)N[C@@H](Cc2ccccc2)C[C@H](C)C(=O)O)cs1)C(C)C,-7.7*
O=Cc1ccc(-n2cc(Cc3ccccc3Cc3cn(-c4ccc(C=O)cc4)nn3)nn2)cc1,98.8
C=CCOC(=O)C(Br)CC (configuration not stated),101.0
CCOC(=O)c1ccc(O)cc1,98.3
CC(C)C1=CC[C@H]2C(=C1)CC[C@@H]1[C@]2(C)CCC[C@@]1(C)C(=O)O,95.8
Nc1ccc(F)c(Cl)c1F,95.6
Nc1nc(-c2cccc(Cl)c2)nn1-c1nc2ccccc2s1,104.6
CCCCCCCCCC#N,85.9
COc1cc(Br)cc2c1OC1(CCN(C)CC1)N1N=C(c3ccc(F)cc3)CC21 (configuration not stated),100.9
c1ccc2c(-c3cc(-c4cc(-c5cccc6ccccc56)on4)no3)cccc2c1,98.6
CC(C)(c1ccc(OCC(O)CN2CCOCC2)cc1)c1ccc(OCC(O)CN2CCOCC2)cc1 (configuration not stated),91.0
C/C(=N\NC(=O)Cn1c(-c2ccc(S(C)(=O)=O)cc2)nc2cc(Cl)ccc21)c1ccccc1,96.2
O=C(/C=C/c1sc(Cl)nc1Cl)c1ccc2c(c1)OCO2,74.4
O=[N+]([O-])c1ccc(OCc2ccc(S(=O)(=O)F)c(Cl)c2)c(Cl)c1,88.9
C/C(=N\NC(=S)Nc1ccccc1)c1sc(Nc2cccc(C)c2)nc1C,68.6
Cc1nc2ccccc2n1CC1SC(=N)NC1=O (configuration not stated),108.4
Cc1[nH]c(-c2ccc(F)cc2)cc1C(=O)NC1CCN(Cc2ccccc2)CC1,98.9
SMILES,HL-60(TB)
CCOC(=O)c1cc(C(=O)c2ccc(Br)cc2)n2ccc(-c3ccccn3)cc12,126.7
CCC1=C[C@@H]2C[C@]3(C(=O)OC)c4[nH]c5ccccc5c4CC[N@+](CC(=O)Nc4cc5c(cc4OC)N(C)[C@H]4[C@@](O)(C(=O)OC)[C@H](OC(C)=O)[C@]6(CC)C=CCN7CC[C@]54[C@@H]76)(C2)[C@H]13,116.0
CC(Nc1ccc([N+](=O)[O-])cc1[N+](=O)[O-])c1ccccc1 (configuration not stated),65.0
N#Cc1c(NCc2ccccc2I)sc2c1CCCCC2,100.3
O=C(Cc1ccc(/C=C/C(=O)c2ccccc2O)cc1)Nc1ccccc1,74.6
O=C1C=CC(=O)C(SCC(O)CO)=C1 (configuration not stated),102.2
Cc1[nH]c(=O)[nH]c(=O)c1/C=C/C(=O)O,98.6
CCOC(=O)COc1ccc(Cl)cc1C,104.3
CC(=O)c1ccc(OC(=O)Oc2ccc(C(C)=O)cc2)cc1,86.6
Cc1cc(C)c2c(c1)N1OC(C2)C[C@H]1/C=C/c1ccccc1 (some centres not stated),82.2
CC(=O)C1N=NCC1c1ccccc1 (configuration not stated),96.8
Cc1nn(-c2ccccc2)c(N2CCCCC2)c1-c1nc2ccc(C(=O)NN)cc2[nH]1,90.9
Cc1nn(-c2ccc([N+](=O)[O-])cc2)c(C)c1N=Nc1ccccc1,98.4
Clc1ccc(C=C2c3ccccc3-c3ccccc32)cc1,129.3
CC(C)CNC(=O)CCl,98.6
Cc1ccc(NCC(=O)O)cc1,105.9
Oc1ccccc1N=Cc1ccccc1Cl,100.0
Nc1nc(CO)c(CCCCc2ccccc2)c(=O)[nH]1,86.8
COCCNC(=O)Cc1cc(-c2ccc(Cl)cc2)n(-c2ccccc2)c1C,66.4
C[N+](C)(C)Cc1ccccc1C[N+](C)(C)C,96.2
O=C(Nc1ccc(F)cc1)Nc1ccc2c(ccn2C(=O)c2cccc(F)c2)c1,78.4
O=c1c(S(=O)(=O)c2ccccc2)cc2c(n1Cc1ccccc1)-c1cnn(-c3ccc(Cl)cc3)c1CC2,116.8
CCCCCCCCCCCCNC(=S)N/N=C/c1ccccc1Cl,104.3
Cc1c[n+]([O-])ccc1[N+](=O)[O-],98.4&97.7
O=CNc1ccc(I)cc1,108.0
SMILES,HL-60(TB)
CN(C)CCc1c[nH]c2ccc(CS(=O)(=O)N3CCCC3)cc12,99.5
C=C(C)[C@@H]1CC[C@]2(C(=O)N3CCN(C)CC3)CC[C@]3(C)[C@H](CC[C@@H]4[C@@]5(C)CC(CCCNC(C)=O)(CCCNC(C)=O)[C@H](OC(C)=O)C(C)(C)[C@@H]5CC[C@]43C)[C@@H]12,94.0
C/C(=N\NC(=O)CSc1nc2ccccc2c(=O)n1CCc1ccc(S(N)(=O)=O)cc1)c1ccc(Br)cc1,66.3
COc1ccc2c(-c3nnc(N)s3)cc(=O)oc2c1,85.9
COC1=C(Nc2ccccc2C)C(=O)C(OC)=C(Nc2ccccc2C)C1=O,106.9
Cc1cc(=NO)cc(C)n1O,81.6
COc1cc(NC(=O)c2cc3ccccc3nc2Nc2cc(OC)c(OC)c(OC)c2)cc(OC)c1OC,30.7
CCOC(=O)c1nn(C2CCCCO2)c2ccc(NC(=O)Cc3ccccc3)cc12 (configuration not stated),97.5
Cc1ccc(CO)cc1C,98.9
Cc1ccc(/C=C(/C(=O)c2ccccc2)c2ccccc2)cc1,93.3
Nc1ncnc2[nH]ncc12,3.0*
Cn1c(SC(C(=O)Nc2ccc(F)cc2)c2ccccc2)nc2ccccc2c1=O (configuration not stated),102.6
COc1ccc2c(c1)CCN1C2CCN2C(=O)CCC21 (configuration not stated),89.5
C#CCNc1ccc2c(c1)C(O)(CC#N)C(=O)N2 (configuration not stated),94.8
Cc1cc(C)c(CCc2c(C)cc(C)cc2C)c(C)c1,100.0
Cc1ccnc2c(NC(C)CCCN)cc(O)c(O)c12 (configuration not stated),7.6*
CCOC(=O)CC1c2nc3ccccc3cc2CN1C(=O)OCC (configuration not stated),94.6
C(CCCC1=NCCO1)CCCC1=NCCO1,112.2
CCOC(=O)c1nc(Nc2ccc(NC(=O)Nc3cccc(C)c3)cc2)c2ccccc2n1,124.1
C/C(O)=C(\C=N\C(N)=S)C(=O)Nc1ccccc1C,104.0
Cc1nc2cc3ccccc3cc2s1,97.4
Cc1c(/C=C/c2ccccc2O)[nH]c(=O)c(C#N)c1C#N,119.1
CC(=O)Nc1cc([N+](=O)[O-])ccc1C,86.0
N#CC1(C#N)C(C#Cc2ccccc2)OC23CCCCC2C1(C#N)C(=N)O3 (configuration not stated),54.0
C=C1C(=O)O[C@H]2[C@H]1CC/C(COC(=O)NCc1cc[nH]c1)=C\CC[C@@]1(C)O[C@@H]21,-6.9*
SMILES,HL-60(TB)
CCOC(=O)c1c(-c2ccc(F)cc2)c(Cc2ccccc2)n(CCc2ccccc2)c1C,89.8
COc1ccc(CNC(=O)c2nc(-c3cc(OC)c(OC)c(OC)c3)n(-c3ccc(OC)c(OC)c3)n2)cc1OC,113.6
COc1ccc(C(c2ccc(OC)c(OC)c2)c2ccc(OC)c(OC)c2)cc1OC,106.2
Cn1cc(-c2csc(-c3cn(C)c4ncccc34)n2)c2cc(F)cnc21,86.4
CC(CN(CCCl)Cc1ccccc1)Oc1ccccc1 (configuration not stated),91.1
COc1ccc(NC2=C(Cl)C(=O)C(C)=C(C)C2=O)cc1,37.4
CCCCCCCCCCCCCCCCCC(=O)Nc1ccc(O)cc1,5.8*
c1ccc(CNC2CC3CCC2C3)cc1 (configuration not stated),110.2&106.1
COc1ccc(-c2[nH]nc(N)c2-c2cc(OC)c3c(c2)OCO3)cc1,20.5
O=C1N/C(=N\c2nccs2)S/C1=C\c1ccc([N+](=O)[O-])cc1,5.5*
COC(=O)c1c2c(c(C)[n+]([O-])c1C)C(=O)C(NCc1ccc(F)c(Cl)c1)=CC2=O,-54.6*
N#Cc1c(/N=C\NNC(=O)c2ccc(Cl)cc2)oc(-c2ccccc2)c1-c1ccccc1,77.7
CC(=O)OCC1O[C@H](Oc2ccc3c(c2)CC[C@@H]2[C@@H]3CC[C@]3(C)C(=O)CC[C@@H]23)C(OC(C)=O)[C@@H](OC(C)=O)[C@H]1OC(C)=O (some centres not stated),96.6
O=C1CC(c2ccc([N+](=O)[O-])cc2)=Nc2ccccc2N1,98.9
CC(C)NCC(O)COc1ccc(CC(N)=O)cc1 (configuration not stated),100.6
S=c1[nH]nc(Nc2cccc3ccccc23)s1,78.9
N#Cc1ccc(OCc2nc(N)nc(N)c2-c2ccc(Cl)c(Cl)c2)cc1,21.7
CCC(CCC#N)(CCC#N)C(=O)c1ccc(C)o1,97.5
N#CC(C(=O)Nc1cccc(C(F)(F)F)c1)C(=S)Nc1ccccc1Cl (configuration not stated),34.1
OCCOc1c(Cl)cc(Cl)cc1Cl,117.7
CNC(Cc1ccccc1)c1ccc2c(c1)CCCC2 (configuration not stated),81.5
NC(N)=N/N=C(\N=Nc1ccccc1)c1ccc(Cl)cc1,-8.4*
Cc1cc(OCC(=O)Nc2ccc3oc(-c4ccncc4)nc3c2)ccc1Cl,99.9
COc1ccc(-n2nc(C(=O)NCC(=O)O)nc2-c2ccccc2)cc1,96.3
C=CCC(OC(C)=O)c1ccc2c(c1)OCO2 (configuration not stated),114.9
CCOC(=O)c1c[nH]c(=S)[nH]c1=O,126.7
COc1ccc(Nc2ncccc2NC(=O)c2cn(Cc3cccc(OC)c3)nn2)cc1,103.0
Nc1nnc(-c2cccnc2)s1,89.4
O=c1cc(O)cc[nH]1,100.0

# Screens from PubChem BioAssay.
